CCHF vOTU inh = blocks the CCHF virus ovarian tumor domain protease | CCHFV vOTU protease, Pep-AMC fluorescence | inhibition, % at 11.5 µM | 370,000 compounds, 0.55% hits | AID 651958; in the data active = inhibition above about 30%; also: 0% = vehicle wells with enzyme and 100% = no enzyme wells
BoNT-A LC inh2 = blocks Botulinum neurotoxin A light chain protease; multiplex microsphere protease substrate cleavage, flow cytometry; inhibition, % at 10 µM; 360,000 compounds, 0.17% hits; AID 588499; also: plate controls were buffer without enzyme for full effect and enzyme alone for no effect
BoNT-F LC inh = BoNT F light chain protease inhibition; AID 588497; Multiplex microsphere protease cleavage assay, flow cytometry; inhibition, % at 10 µM; 360,000 compounds, 0.22% hits; in the data active = inhibition above about 35%, passing the limit was not always enough; inconclusive = no clear call, values can overlap the other calls; also: plate controls were buffer without enzyme for full effect and enzyme alone for no effect
PfHsp40 rescue = compounds rescuing yeast from Plasmodium falciparum HSP40 toxicity | S. cerevisiae expressing PfHsp40, growth rescue, ATP luminescence | AID 504582 | growth rescue, % at 12.5 µM | 340,000 compounds, 0.68% hits; in the data active = growth rescue above about 28%, passing the limit was not always enough; inconclusive = no clear call, values can overlap the other calls;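 also: yeast W303a lacking pdr1 and pdr3 grown in galactose medium; growth measured after three days at 30 °C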
TcdB inh = blocks C. difficile toxin B glycohydrolase activity. P18177. TcdB glycohydrolase enzymatic assay, plate reader. inhibition, % at 9.99 µM. 350,000 compounds, 0.24% hits; in the data active = inhibition above about 10%
Anthrax LF inh2 = blocks Bacillus anthracis lethal factor protease | P15917 | multiplex microsphere protease cleavage assay, LF | inhibition, % at 10 µM | 360,000 compounds, 0.12% hits; also: plate controls were buffer without enzyme for full effect and enzyme alone for no effect
Target sequence (P15917 whole entry, looked up): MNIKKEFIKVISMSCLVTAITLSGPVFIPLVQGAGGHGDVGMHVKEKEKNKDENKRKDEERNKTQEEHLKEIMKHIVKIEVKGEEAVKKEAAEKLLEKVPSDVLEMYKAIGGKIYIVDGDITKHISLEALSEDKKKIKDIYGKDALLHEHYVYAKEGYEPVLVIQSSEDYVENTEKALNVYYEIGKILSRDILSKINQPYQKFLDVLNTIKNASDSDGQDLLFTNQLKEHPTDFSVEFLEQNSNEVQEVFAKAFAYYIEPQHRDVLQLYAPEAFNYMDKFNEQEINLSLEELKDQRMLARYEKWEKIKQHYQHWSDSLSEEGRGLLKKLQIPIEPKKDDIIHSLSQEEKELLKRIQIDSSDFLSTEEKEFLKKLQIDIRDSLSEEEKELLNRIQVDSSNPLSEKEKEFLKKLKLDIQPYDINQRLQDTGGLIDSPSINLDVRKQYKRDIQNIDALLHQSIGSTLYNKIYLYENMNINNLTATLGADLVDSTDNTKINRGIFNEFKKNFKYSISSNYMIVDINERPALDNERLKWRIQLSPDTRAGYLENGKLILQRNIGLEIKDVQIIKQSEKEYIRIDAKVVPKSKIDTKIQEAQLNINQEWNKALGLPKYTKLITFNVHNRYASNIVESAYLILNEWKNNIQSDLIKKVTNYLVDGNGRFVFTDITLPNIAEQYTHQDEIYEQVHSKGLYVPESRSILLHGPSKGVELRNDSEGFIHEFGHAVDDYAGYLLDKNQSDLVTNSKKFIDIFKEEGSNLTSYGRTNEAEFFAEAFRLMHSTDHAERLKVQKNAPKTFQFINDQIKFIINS
PrPC TRFRET = inhibitors of human cell surface prion protein PrPC. AID 720596. P04156. 370,000 compounds, 0.43% hits. inhibition, % at 13.8 µM. TR-FRET read-out; in the data active = inhibition above about 24%; also: 0% = median of the test wells and 100% = reference compound wells
FadD28 binding = M. tuberculosis FadD28 bisubstrate binding inhibition; FadD28 bisubstrate probe binding, fluorescence polarization; inhibition, % at 12.5 µM; 360,000 compounds, 0.22% hits; in the data active = inhibition above about 8.5%, passing the limit was not always enough; inconclusive = no clear call, values can overlap the other calls
Y pestis TopoI = inhibitors of Yersinia pestis topoisomerase I; 360,000 compounds, 0.064% hits; Y. pestis Topo-I cleavage product accumulation, plate reader; AID 504884; activity, % at 10 µM; in the data active = activity above about 50%, passing the limit was not always enough; inconclusive = no clear call, values can overlap the other calls; also: inactives centre near 2
* = called active by the depositor; ? = inconclusive; nt = not tested or not shown. Rule as the data show it, unless noted: active = inhibition above about 30%; inconclusive = no clear call, values can overlap the other calls; inactive = below that.

SMILES	CCHF vOTU inh	BoNT-A LC inh2	BoNT-F LC inh	PfHsp40 rescue	TcdB inh	Anthrax LF inh2	PrPC TRFRET	FadD28 binding	Y pestis TopoI
CC(=O)c1ccc(NC(=O)COc2ccccc2C(=O)Nc2ccc(C)cn2)cc1	2	-1.1	-3	2.2	0.8	-1	4	-1.8	8
Cc1ccc(C)c(OCC(=O)N(Cc2ccccc2)c2c(N)n(Cc3ccccc3)c(=O)[nH]c2=O)c1	-2	0.4	2	1.9	1.2	1	-3	1.6	14
CCOC(=O)C1=C(COC(=O)c2ccco2)NC(=O)NC1CC (stereo not given)	-1	-0.4	-4	-1.5	2.5	-10	2	1.9	-1
CN(C(=O)c1c(Cl)nc2sccn12)C1CCCCC1	-17	-1.5	-6	0.8	0.6	1	5	-4.0	11
Cc1cc(C)n(-c2cc(=O)n(C)c(=O)n2C)n1	3	-0.2	-1	1.3	nt	0	-6	-2.7	2
COC(=O)c1ccccc1CSc1nsc(C)c1C#N	-5	-4.3	?	1.2	0.4	-6	-3	-8.4	13
COc1ccc(NC(=O)c2sc3nc(N4CCOCC4)c4c(c3c2N)CC(C)(C)OC4)cc1	-1	0.6	10	-1.1	0.3	2	11	-1.9	2
CN(C)CCCCOc1ccccc1-c1ccccc1	6	-16	-43	-1.0	nt	?	-8	-1.9	6
Cc1cc(S(=O)(=O)NCc2ccccc2)ccc1OCC(=O)NCc1cccnc1	4	1.4	26	1.3	8.0	5	7	-1.1	12
Cc1nc(NCc2ccco2)c2c3c(sc2n1)CCC3	0	-0.6	-7	1.9	nt	-2	5	-2.8	4
CCc1c(C)nc2ncnn2c1NCCc1ccc(OC)c(OC)c1	-23	4.5	4	0.1	1.8	-1	2	-3.2	1
CCC(C)[C@H](NC(=O)N1CCCCCC1)C(=O)O (stereo not given in full)	9	-1.3	-5	0.9	0.8	0	-7	-2.7	8
CCN(C(=O)CN1C(=O)S/C(=C\c2cccc(Cl)c2)C1=O)C1CCS(=O)(=O)C1 (stereo not given)	-7	-0.5	0	1.5	0.5	2	-1	-4.9	29
CCOC(=O)c1c(NC(=O)COC(=O)c2ccc(C)s2)sc2c1CC(C)(C)NC2(C)C	-6	-5.1	-12	-0.4	8.9	-1	2	-4.2	10
COc1ccccc1OCC(=O)NNC(=O)CSC(=S)N1CCCC1	2	nt	nt	-1.2	0.3	nt	0	-2.4	5
CCC(C)NC(=O)CO/N=C/c1ccccc1OC(F)F (stereo not given)	7	-0.5	-1	-0.5	-0.6	0	-13	-0.5	7
N#CC1=C(N)SC(C(=O)c2ccccc2)C1c1cccs1 (stereo not given)	-21	-0.5	-8	6.6	nt	-6	12	-1.1	4
COc1ccc(NC(=O)CN(C)C(=O)/C=C/c2ccc(S(=O)(=O)N3CCCCCC3)cc2)cc1	6	-0.2	1	4.7	0.4	2	-5	-4.8	77*
Cc1c(NC(=O)C(C)Oc2ccccc2F)c(=O)n(-c2ccccc2)n1C (stereo not given)	1	-2.3	-5	3.8	-0.8	-12	-10	-1.6	-7
CC(CNCCCn1cnc2c(OCc3ccccc3)ncnc21)c1ccccc1 (stereo not given)	14	-0.3	-12	0.0	1.1	-7	-15	-3.5	3
Cc1cc(C)cc(NC(=O)CSc2nnc(-c3ccccc3Br)o2)c1	6	1.1	1	23	nt	-2	12	-3.1	6
CCCNC(=O)Cn1cnc2sc(C(=O)N3CCN(CCC)CC3)c(C)c2c1=O	0	0.3	-1	0.5	nt	6	0	2.0	-3
Cc1ccc(NC(=O)CCc2ccc(C)o2)cc1	14	-2.3	11	0.9	0.8	0	9	0.2	-3
O=C(Nc1ccc2nccnc2c1)c1ccco1	-54	-0.6	-12	-0.2	1.0	-2	-9	0.9	-5
CCC(=O)N1CCN(c2ccccc2NC(=O)c2ccc(-c3cccc([N+](=O)[O-])c3)o2)CC1	-4	2.2	-3	3.6	0.1	-2	-15	-2.7	0

Further records follow.
SMILES	CCHF vOTU inh	BoNT-A LC inh2	BoNT-F LC inh	PfHsp40 rescue	TcdB inh	Anthrax LF inh2	PrPC TRFRET	FadD28 binding	Y pestis TopoI
Cc1ccc2oc(C(=O)Nc3ccc(S(=O)(=O)Nc4onc(C)c4C)cc3)c(C)c2c1	-6	-0.8	-4	-1.0	0.2	-3	-5	-2.5	12
O=C(c1ccc(Cl)cc1)N(Cc1ccc(Br)cc1)N1C(=O)CCC1=O	-5	0.1	-6	2.1	0.8	-4	4	-1.2	14
O=C(CCN1C(=O)C2C3C=CC(C3)C2C1=O)N1CCN(c2ccc(F)cc2)CC1 (stereo not given)	9	0.0	11	-0.8	nt	4	2	0.0	-5
CC1(C)CC(=O)C=C(c2ccccc2-c2ccc(S(C)(=O)=O)cc2)C1=O	-2	0.1	0	nt	0.6	0	-16	-4.7	5
CN(C1=NC(=O)CS1)c1ccc(O)cc1	13	-0.8	-2	-1.4	-1.9	-5	1	-2.3	5
Cc1nn(-c2ccccc2)c(C)c1-c1nnc(-c2c(C)nn(-c3ccccc3)c2C)o1	-4	-2.9	?	-0.6	0.1	10	-5	-1.6	3
Fc1ccc(Sc2cc(Cl)c(-c3ccccc3)nn2)cc1	13	0.4	-6	2.2	nt	-1	0	-6.5	7
Cc1ccc(C(=O)NC(=S)Nc2ccc(CN3CCCCC3)cc2)c(C)c1	6	-0.6	-2	-1.3	-0.5	-8	-4	-2.4	23
O=C(NCc1cccs1)C1CCC(CNS(=O)(=O)c2cccc3nsnc23)CC1 (stereo not given)	0	0.1	3	-0.6	0.5	0	-25	-2.4	15
COc1ccc(Cc2nnc(NC(=O)c3cccc([N+](=O)[O-])c3C)s2)cc1	-1	-1.0	-3	-0.9	nt	-9	0	-2.7	-5
CC(C)C(NC(=O)c1c(F)cccc1F)C(=O)NCc1ccc(S(=O)(=O)N2CCOCC2)cc1 (stereo not given)	5	4.7	-4	-0.1	1.2	0	-3	-0.7	-3
COc1ccc(C(c2nnnn2Cc2ccccc2)N2CCN(c3nc4ccccc4s3)CC2)cc1OC (stereo not given)	7	-0.3	2	-0.3	nt	-3	-2	-2.9	18
Nc1c(C(=O)NCCC2=CCCCC2)sc2ccc(S(=O)(=O)N3CCCCC3)cc12	7	1.0	0	0.4	0.8	-2	13	-1.0	8
O=C1NC(=Nc2ccc(F)cc2)CS1	-11	0.2	-1	1.1	1.3	-1	-1	-1.2	8
CCCCn1c(N)c(N(CC)C(=O)C2=NN(c3ccccc3)C(=O)CC2)c(=O)[nH]c1=O	6	-0.7	1	-0.8	0.8	-4	7	-2.3	0
COC(=O)c1ccccc1NC(=O)CSc1nc2ncccc2[nH]1	4	0.0	-4	1.0	1.2	-2	8	-4.4	2
Cc1ccc(NS(=O)(=O)c2ccc(C(=O)N3CCN(c4ccccn4)CC3)cc2)cc1	9	0.2	-1	1.0	nt	-2	5	-2.5	17
CC(C)(C)NS(=O)(=O)c1ccc(NC(=O)C(Sc2ccccc2)c2ccccc2)cc1 (stereo not given)	25	2.7	1	2.6	nt	-1	10	-1.2	8
COc1ccc(CCNC(=O)CCNC(=O)N2CC(=O)Nc3ccccc32)cc1	5	0.2	4	0.0	1.2	-2	1	?	-6
COc1ccccc1NC(=O)CSc1sc2c(O)cc(=O)[nH]c2c1C#N	15	2.0	3	5.9	-4.5	-2	8	0.4	-4
CCOc1ccccc1-c1ccc(C(=O)NCc2ccccc2)o1	-51	-1.3	-9	12	-0.1	0	1	-4.6	-10
Cc1cc(C)c2c(-c3ccc(F)cc3)c(C#N)c(=O)n(C)c2n1	-1	-1.5	8	-2.1	-1.2	-3	5	-3.9	3
CN(N)c1nc(N2CCCC2)nc(N2CCCC2)n1	-6	-11	?	0.2	4.4	-3	7	-0.9	0
CCOC(=O)C1CCN(C(=O)CNC(=O)Cn2c(C)cc3ccccc3c2=O)CC1	-8	1.8	4	0.6	-0.7	-16	-5	2.9	6
Cc1nnc(SCC(=O)NC2CC2)s1	3	3.9	-1	0.4	2.2	2	6	-0.6	1

Four entries from above, field by field.
COc1ccc(C(c2nnnn2Cc2ccccc2)N2CCN(c3nc4ccccc4s3)CC2)cc1OC (stereo not given)
  CCHF vOTU inh: 7
  BoNT-A LC inh2: -0.3
  BoNT-F LC inh: 2
  PfHsp40 rescue: -0.3
  TcdB inh: nt
  Anthrax LF inh2: -3
  PrPC TRFRET: -2
  FadD28 binding: -2.9
  Y pestis TopoI: 18

CCOC(=O)C1CCN(C(=O)CNC(=O)Cn2c(C)cc3ccccc3c2=O)CC1
  CCHF vOTU inh: -8
  BoNT-A LC inh2: 1.8
  BoNT-F LC inh: 4
  PfHsp40 rescue: 0.6
  TcdB inh: -0.7
  Anthrax LF inh2: -16
  PrPC TRFRET: -5
  FadD28 binding: 2.9
  Y pestis TopoI: 6

COC(=O)c1ccccc1NC(=O)CSc1nc2ncccc2[nH]1
  CCHF vOTU inh: 4
  BoNT-A LC inh2: 0.0
  BoNT-F LC inh: -4
  PfHsp40 rescue: 1.0
  TcdB inh: 1.2
  Anthrax LF inh2: -2
  PrPC TRFRET: 8
  FadD28 binding: -4.4
  Y pestis TopoI: 2

CC(C)C(NC(=O)c1c(F)cccc1F)C(=O)NCc1ccc(S(=O)(=O)N2CCOCC2)cc1 (stereo not given)
  CCHF vOTU inh: 5
  BoNT-A LC inh2: 4.7
  BoNT-F LC inh: -4
  PfHsp40 rescue: -0.1
  TcdB inh: 1.2
  Anthrax LF inh2: 0
  PrPC TRFRET: -3
  FadD28 binding: -0.7
  Y pestis TopoI: -3

Going on with the list.
SMILES	CCHF vOTU inh	BoNT-A LC inh2	BoNT-F LC inh	PfHsp40 rescue	TcdB inh	Anthrax LF inh2	PrPC TRFRET	FadD28 binding	Y pestis TopoI
CN(C)C(=O)CSCc1c(Cl)cccc1Cl	3	0.4	1	-0.7	nt	-1	2	0.1	-3
NC(=O)C1=C[C@@H](c2ccccc2)C[C@@H](OCc2ccc(CO)cc2)O1	0	0.1	5	-0.4	-0.4	-1	3	-2.8	11
COc1ccc(N2CCN(C(=O)Nc3cccc(C(F)(F)F)c3)CC2)cc1	8	-1.2	-8	1.7	0.0	-6	-2	-2.3	7
CC(N1CCOC1=O)S(=O)(=O)c1ccccc1 (stereo not given)	5	1.1	?	-0.2	nt	1	0	-3.2	2
O=S1(=O)CCS(=O)(=O)C1c1ccccc1	8	-1.9	-6	-1.4	0.4	0	-7	-1.5	2
CCCCC(CC)Cn1c(N)c(C#N)c2nc3ccccc3nc21 (stereo not given)	-17	6.0	2	0.4	-1.3	5	3	-6.5	34
Cc1c(C)n(C)c2ccc(C(=O)N3CCN(c4ccccc4)CC3)cc12	20	1.3	-3	3.7	0.8	-2	-6	-3.3	33
Cc1cc(NC(=O)CCCC(=O)N(CC(=O)NC2CCCCC2)c2ccccc2)no1	-4	0.0	4	0.4	nt	-4	2	-2.4	2
CC1CCC2(CC1)NC(=O)N(NC(=O)c1cccc(N(C)C)c1)C2=O (stereo not given)	5	0.4	1	-1.5	0.0	-6	-3	2.7	-2
Cc1ccc(S(=O)(=O)N2CCCC2c2cccnc2)cc1 (stereo not given)	-2	?	?	0.0	1.2	0	-1	-0.4	3
CCC(=O)c1ccc(N2CCN(C(=O)c3ccccc3Br)CC2)c(F)c1	12	-1.4	0	1.3	1.0	-8	4	-0.2	32
N#CCC(=O)Nc1ccc(C(=O)NNC(=O)c2ccccc2-n2cccc2)cc1	2	-0.7	1	-1.0	-0.3	-8	4	-2.6	-13
COc1cccc(NS(=O)(=O)c2nc3nc(C)cc(C)n3n2)c1	12	-0.6	-4	-0.5	0.3	-4	-3	0.7	8
CC(C)N1C(=O)c2ccccc2N(Cc2ccccc2)S1(=O)=O	-2	0.5	-9	3.1	1.0	-6	-7	-3.5	-5

Compound profiles (already shown). Values in the order: CCHF vOTU inh | BoNT-A LC inh2 | BoNT-F LC inh | PfHsp40 rescue | TcdB inh | Anthrax LF inh2 | PrPC TRFRET | FadD28 binding | Y pestis TopoI
CC1CCC2(CC1)NC(=O)N(NC(=O)c1cccc(N(C)C)c1)C2=O (stereo not given) is listed with 5 | 0.4 | 1 | -1.5 | 0.0 | -6 | -3 | 2.7 | -2
CN(C)C(=O)CSCc1c(Cl)cccc1Cl is listed with 3 | 0.4 | 1 | -0.7 | nt | -1 | 2 | 0.1 | -3
Cc1c(C)n(C)c2ccc(C(=O)N3CCN(c4ccccc4)CC3)cc12 is listed with 20 | 1.3 | -3 | 3.7 | 0.8 | -2 | -6 | -3.3 | 33
